D2 PAM: HTS Assay for Positive Allosteric Modulators of the Human D2 Dopamine Receptor: Primary Screen for Potentiators | AID 485347, 2010 | actives 0.34% (n = 340,000) | potentiation, % at 10 µM | HEK293 T-REx D2, calcium flux, EC20 dopamine potentiation;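 active means potentiation over 3 SD above the plate norm, cut at about 30% in these data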; further: 0% is about no effect
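Using a no-wash calcium dye in inducible, force-coupled HEK293 Trex cells expressing D2, we tracked fluorescence each second for 180 s after compound, then for 180 s after EC20 dopamine to detect augmented signalling.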
TRHR PAM: qHTS for Small Molecule Agonists and Allosteric Enhancers of Human TRH Receptor: Primary Screen for Enhancers | actives 0.66% (n = 360,000) | Thyrotropin-releasing hormone receptor (Homo sapiens), P34981 | TRHR cells, fluo-8 calcium fluorescence, EC20 TRH enhancement | AID 493056, 2011 | enhancement, % at 2 µM; in the data active means enhancement above about 30%; further: 0% is about no effect
Target sequence (P34981 whole entry, looked up): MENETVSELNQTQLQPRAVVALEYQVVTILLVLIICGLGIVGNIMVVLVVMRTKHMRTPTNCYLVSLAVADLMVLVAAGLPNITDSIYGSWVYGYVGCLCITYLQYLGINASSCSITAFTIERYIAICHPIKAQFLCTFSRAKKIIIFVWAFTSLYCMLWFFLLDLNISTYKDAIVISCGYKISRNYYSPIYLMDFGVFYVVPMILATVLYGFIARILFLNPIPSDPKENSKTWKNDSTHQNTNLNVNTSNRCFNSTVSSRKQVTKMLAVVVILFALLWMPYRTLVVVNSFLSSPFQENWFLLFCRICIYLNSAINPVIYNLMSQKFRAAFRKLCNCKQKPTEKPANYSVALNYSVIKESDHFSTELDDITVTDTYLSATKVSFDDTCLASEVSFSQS
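Enhancer read-out: after compound pinning and an initial kinetic agonist-mode read, an EC20 of TRH (10 nM final) was injected and fluo-8 calcium signal (Ex 480/Em 530) followed at 1 s/cycle for 100 cycles in TRHR-expressing cells.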
D2 agonist: HTS Assay for Allosteric Agonists of the Human D2 Dopamine Receptor: Primary Screen for Agonists. activation, % at 2 µM. HEK293 T-REx D2 cells, calcium flux agonist mode. actives 0.53% (n = 340,000);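 active means activation over 3 SD above normal in the single-dose calcium agonist read, cut at about 30% in these data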; further: 0% is about no effect
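HEK293 Trex D2 cells, tetracycline-induced, o/n 30 C 5% CO2; no-wash Ca dye, RT 30–90 min; 10-cycle baseline, 23 nl cpd added, kinetic Ca read 180 s; agonist hits = positive Ca response.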
RXFP1 agonist: qHTS Assay for Agonists of the Relaxin Receptor RXFP1; Potency, µM (series often up to 57.5 µM), without a hit: at the top dose activation, usual class: activators; Relaxin receptor 1 (Homo sapiens), Q9HBX9; HEK293T-RXFP1 cAMP TR-FRET, 30 min; response scale: percent of porcine relaxin response, buffer zero; actives 0.3% (n = 370,000); active means well fitted activation curve with a large enough effect; inconclusive means small, poorly fitted or top-dose-only effect; further: potency means the concentration at half of the fitted maximal effect; on the % scale 0 is the no-effect control and ±100 the full control effect; nearly all actives have a fitted effect of over 60% in size; many of its hits are not listed in these tables
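HEK293T cells stably expressing RXFP1 were pretreated with the PDE4 inhibitor Ro 20174, exposed to compounds for 30 min at 37C, lysed, and cAMP was read by TR-FRET. Data normalized to buffer (basal) and 29 nM porcine relaxin (100%).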
D1 PAM: Potentiators of Human D1 Dopamine Receptor: qHTS | D(1A) dopamine receptor (Homo sapiens), P21728 | HEK293 TREx D1 cells, calcium flux, dopamine EC20 potentiation | potentiation, % at 10 µM | actives 0.036% (n = 360,000) | AID 504651, 2011; in the data active means potentiation above about 30%; further: 0% is about no effect
Target sequence (P21728 whole entry, looked up): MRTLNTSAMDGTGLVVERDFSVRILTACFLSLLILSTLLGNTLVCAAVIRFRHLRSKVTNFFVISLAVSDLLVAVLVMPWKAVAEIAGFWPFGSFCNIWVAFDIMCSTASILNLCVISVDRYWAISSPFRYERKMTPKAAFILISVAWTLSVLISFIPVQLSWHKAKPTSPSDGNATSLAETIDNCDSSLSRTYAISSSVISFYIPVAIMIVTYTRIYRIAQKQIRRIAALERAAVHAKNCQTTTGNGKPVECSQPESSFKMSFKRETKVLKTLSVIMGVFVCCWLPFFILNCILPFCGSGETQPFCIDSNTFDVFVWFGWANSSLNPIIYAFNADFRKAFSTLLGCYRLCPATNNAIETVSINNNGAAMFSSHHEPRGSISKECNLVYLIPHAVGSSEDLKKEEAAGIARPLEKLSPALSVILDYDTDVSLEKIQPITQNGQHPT
D2 antag: HTS Assay for Allosteric Antagonists of the Human D2 Dopamine Receptor: Primary Screen for Antagonists. HEK293 TREx D2 cells, calcium flux, dopamine EC80. inhibition, % at 10 µM. AID 485344, 2010. actives 2% (n = 340,000). D(2) dopamine receptor (Homo sapiens), P14416; in the data active means inhibition above about 30%; further: 0% is about no effect
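Cells plated overnight at 30 C with tetracycline; no-wash calcium dye, 30–90 min RT; 10 s baseline; compound pinned; 180 s read; EC80 dopamine added; another 180 s read.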
D1 agonist: Allosteric Agonists of the Human D1 Dopamine Receptor: qHTS; D(1A) dopamine receptor (Homo sapiens), P21728; HEK293 T-REx D1 cells, calcium flux, agonist mode; activation, % at 2 µM; actives 1% (n = 360,000); in the data active means activation above about 30%; further: 0% is about no effect
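Tetracycline-induced HEK293 TREx D1 cells, force-coupled to calcium signalling, were dye-loaded with a no-wash calcium kit. Compound was pin-added after a 10 s baseline. Fluorescence was read kinetically at 1 cycle/s for 180 s, with calcium rises flagged as agonism.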
RXFP1 antagonist: qHTS Assay for Antagonists of the Relaxin Receptor RXFP1 | activity change, negative = inhibition, % at 57.5 µM | HEK293-RXFP1, relaxin-stimulated cAMP HTRF, 30 min; active compounds read low | Relaxin receptor 1 (Homo sapiens), Q9HBX9 | actives 0.59% (n = 350,000) | AID 1259400, 2018;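 active means activity change of -60% or lower, but not beyond a set lower limit; inconclusive means change between -60% and -40%, or beyond the set limit; inactive means change above -40%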; further: on the % scale 0 is the no-effect control and ±100 the full control effect
D1 antagonist: Antagonist of Human D 1 Dopamine Receptor: qHTS; actives 3.2% (n = 360,000); AID 504652, 2011; HEK293 TREx D1 cells, calcium flux, dopamine EC80; active compounds read low; activity change, negative = inhibition, % at 10 µM; in the data active means activity change below about -30%; further: on the % scale 0 is the no-effect control and ±100 the full control effect
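Compound effects on dopamine-evoked calcium signalling were measured in tetracycline-induced HEK293 Trex D1 cells. Dopamine at EC80 followed a 180 s compound pre-read, and fluorescence was tracked kinetically for 180 s more.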
* = called active by the depositor; ? = inconclusive; . = not tested or not shown; & = joins results of further samples. Not all compounds are listed; rates above refer to the full screens.

Preview:
SMILES | D2 PAM | TRHR PAM | D2 agonist | RXFP1 agonist | D1 PAM | D2 antag | D1 agonist | RXFP1 antagonist | D1 antagonist
Cc1cccc(N=C2NC(=O)/C(=C/c3cccs3)S2)c1 | 0 | 20 | -1.2 | -1.3% | -6 | -4 | 6 | ? | -24
S=C1NCCc2ccc(Cl)cc2C1c1ccccc1Cl (stereo not drawn) | 4 | 9 | 0.3 | 0.0% | -4 | 4 | -1 | -15 | -9

This part in full, from the first entry:
SMILES | D2 PAM | TRHR PAM | D2 agonist | RXFP1 agonist | D1 PAM | D2 antag | D1 agonist | RXFP1 antagonist | D1 antagonist
Cc1cccc(N=C2NC(=O)/C(=C/c3cccs3)S2)c1 | 0 | 20 | -1.2 | -1.3% | -6 | -4 | 6 | ? | -24
S=C1NCCc2ccc(Cl)cc2C1c1ccccc1Cl (stereo not drawn) | 4 | 9 | 0.3 | 0.0% | -4 | 4 | -1 | -15 | -9
COc1ccccc1OCCCn1c(=O)sc2ccccc21 | -6 | 7 | 1.4 | -0.7% | -1 | -16 | 2 | -6 | 8
O=C(c1ccco1)N1CCN(C(=O)c2ccccc2OCc2ccc(Cl)cc2)CC1 | 14 | -11 | -1.5 | 1.8% | -5 | 0 | 1 | -6 | -4
COc1ccc(NC2CCCN(C(=O)c3ccc4nc(C)c(C)nc4c3)C2)cc1OC (stereo not drawn) | . | 0 | . | -1.2% | 9 | . | 2 | 26 | -1
Cc1ccc(C(=O)NC(=S)Nc2ccc3[nH]c(=O)[nH]c3c2)cc1 | 3 | -4 | -0.7 | 1.8% | 0 | 46* | 3 | -9 | 21
COc1ccc(-c2cc(C(=O)NCC(c3ccco3)N(C)C)c3ccccc3n2)cc1OC (stereo not drawn) | 9 | 4 | 1.6 | 3.4% | -3 | -31 | 0 | -9 | 22
O=C(O)c1cc(-c2ccc(O)cc2)nc2ccccc12 | 5 | 8 | 0.4 | 1.7% | -7 | -13 | 1 | . | 9
COc1c(Cl)cc(Cl)cc1C(=O)Nc1ccc(C(=O)O)cc1 | . | 3 | . | 1.0% | -4 | . | -1 | 16 | 10
COC(=O)[C@]1(Cc2ccccc2)N[C@H](c2ccc(-c3cc(C(C)=O)cs3)cc2)[C@@H]2C(=O)N(C)C(=O)[C@@H]21 | 13 | 0 | 0.9 | 4.1% | -3 | -12 | 2 | . | -11
CC(=O)Nc1cccc(C(=O)/C=C/c2ccc(/C=C/C(=O)c3cccc(NC(C)=O)c3)cc2)c1 | -4 | -3 | 0.7 | 1.6% | -7 | 0 | 1 | . | -8
Cc1ccc(C)c(NC(=O)Cn2nnc(-c3ccc(N4CCOCC4)cc3)n2)c1 | 3 | -10 | -0.4 | 3.0% | 6 | -8 | 3 | 4 | 2
CN(C(=O)CSc1nc(N)nn1-c1ccccc1)c1ccccc1 | . | -4 | . | -1.2% | . | . | 5 | . | -3
O=C(c1ccccc1)c1cccn1CC(=O)N1CCN(c2ccc(F)cc2)CC1 | 12 | 2 | 1.2 | 1.1% | 3 | -13 | 2 | 2 | 7
CCOC(=O)Nc1ccc(NC(=O)OCC)cc1 | -6 | 12 | 0.8 | -0.2% | -5 | 39* | 1 | 16 | 23
CCn1c(SCC(=O)NC2CCCCC2)nnc1C(CO)NC(=O)c1ccccc1 (stereo not drawn) | 15 | 27 | 0.0 | -0.2% | -6 | -5 | 2 | -3 | 4
O=C(CSc1ncnc2nc[nH]c12)N1CCOCC1 | -8 | 5 | 0.2 | 6.6% | 0 | 12 | -1 | -9 | 2
CN(C)S(=O)(=O)c1ccc(C(=O)N2CCOCC2)cc1 | -11 | 6 | 0.6 | 0.2% | -2 | -11 | 1 | -3 | 0
Cc1nc2cccnc2nc1C | 12 | 2 | 1.4 | 3.8% | -11 | -9 | 0 | 1 | -5
COc1ccc(CCN2C(=O)C3C4C=CC(C3C2=O)C2C(=O)N(CCc3ccc(OC)c(OC)c3)C(=O)C42)cc1OC (stereo not drawn) | -1 | 18 | -1.2 | 0.2% | 1 | 2 | 4 | 6 | -4

Entries listed above shown as hits in D2 antag.
compound	D2 PAM	TRHR PAM	D1 PAM	D2 antag	D1 agonist	RXFP1 antagonist	D1 antagonist
Cc1ccc(C(=O)NC(=S)Nc2ccc3[nH]c(=O)[nH]c3c2)cc1	3	-4	0	46*	3	-9	21
CCOC(=O)Nc1ccc(NC(=O)OCC)cc1	-6	12	-5	39*	1	16	23

Only D1 agonist, D1 antagonist and D1 PAM (2 entries from above):
| smiles | D1 agonist | D1 antagonist | D1 PAM |
| --- | --- | --- | --- |
| CN(C(=O)CSc1nc(N)nn1-c1ccccc1)c1ccccc1 | 5 | -3 | . |
| O=C(c1ccccc1)c1cccn1CC(=O)N1CCN(c2ccc(F)cc2)CC1 | 2 | 7 | 3 |

Remaining list, next part:
SMILES | D2 PAM | TRHR PAM | D2 agonist | RXFP1 agonist | D1 PAM | D2 antag | D1 agonist | RXFP1 antagonist | D1 antagonist
COc1ccc(CCNC(=O)CCCCn2c(=O)c3ccccc3n(Cc3ccccc3C)c2=O)cc1OC | -1 | 4 | -0.3 | -0.9% | 2 | . | 14 | . | -2
C=CCn1c(=O)c(C(=O)Nc2cccnc2)c(O)c2ccccc21 | 2 | -2 | -0.5 | -0.9% | -8 | -7 | 2 | 8 | 9
COc1ccccc1NC(=O)Cc1noc(CSc2nnc(N)s2)n1 | 8 | 3 | 0.3 | 0.0% | -3 | 2 | -1 | -4 | 6
O=C(Cn1ncc2c([nH]c3ccccc32)c1=O)NCC1CCN(Cc2ccc(F)cc2)CC1 | 17 | -6&4 | -0.4&-0.3 | -2.2%&-1.2% | -3&-1 | -2 | 2&0 | 10&13 | -4&-3
CC(=O)Nc1ccc(C(=S)NCc2ccco2)cc1 | 18 | -5 | -1.1 | 0.8% | 7 | -5 | 3 | -17 | -1
CCOc1ccccc1NC(=O)C1CCCN(S(=O)(=O)c2ccc(OC)c(C)c2)C1 (stereo not drawn) | 6 | -3 | -0.1 | 2.3% | -1 | -12 | 1 | -8 | 1
COc1ccc(N2COC3c4cccc5cccc(c45)C32)cc1 (stereo not drawn) | 15 | 0 | 0.9 | -0.4% | -5 | -17 | 2 | -15 | -16
COc1cccc(CN(C)C(=S)Nc2ccc(C)c(C)c2)c1 | -1 | 1 | -0.3 | -0.8% | -9 | 12 | 3 | 6 | 12
CCc1ccc(-c2cc3c(N4CCN(c5ccccc5)CC4)nccn3n2)cc1 | -12 | 5 | 1.3 | 4.4% | -1 | . | 5 | . | -16
CSCCC(NS(=O)(=O)c1ccc2c(c1)oc(=O)n2C)C(=O)N1CCN(c2ccc(F)cc2)CC1 (stereo not drawn) | -9 | 3 | 0.2 | 2.7% | -1 | . | 1 | 5 | 3
COc1cc2c(-c3ccc(C)cc3)nc3c(c(C)nn3-c3ccccc3)c2cc1OC | 0 | 2 | 1.4 | -0.6% | -1 | . | 2 | -3 | -1
O=C(Nc1ccc(NC(=S)NC(=O)c2cccs2)cc1)c1ccco1 | 2 | 10 | 0.6 | 0.6% | 0 | 7 | 1 | -3 | -3
Cc1ccnc(NC(=O)c2ccccc2NC(=O)c2ccccc2)c1 | -20 | -14 | -3.0 | 5.9% | -2 | 12 | 2 | 1 | -5
CC1=C(c2ccc(C(C)C)cc2)S(=O)(=O)NC1=NCc1ccccc1C | -2 | -4 | . | 3.4% | -1 | . | 3 | -10 | -10
O=C(CNC(=O)c1ccc(Br)o1)Nc1ccccc1 | -5 | -2 | 0.7 | 0.2% | 1 | -5 | 3 | -1 | 13
CCc1nc2ccc(C(=O)NCCc3ccccc3OC)cc2nc1CC | 2&0 | -2&3 | 2.3&1.0 | 3.3%&-1.5% | -7&-1 | 6 | 7&2 | 6&-27 | -16&-10
CCc1cccc(NC(=O)c2snc3c(=O)[nH]cnc23)c1 | 1 | 2 | -1.1 | 2.2% | -4 | -9 | 2 | -4 | 6
Cn1c(=O)c(C(=O)NCc2ccc(Cl)cc2)c(O)c2ccccc21 | . | 2 | . | 0.5% | -8 | . | 7 | 9 | 5
CC1(C)CC(NC(=S)Nc2ccc([N+](=O)[O-])cc2)CC(C)(C)N1 | 19 | 29 | -0.4 | -3.2% | -3 | 20 | 5 | -4 | 11
COc1ccc(-c2ccc(CCC(=O)O)n2NC(N)=O)cc1 | -6 | -7 | -1.2 | -2.1% | -6 | 8 | 2 | -8 | -26
Cc1ccc(NC(=O)CCc2c(C)nc3cc(-c4ccccc4)nn3c2C)cc1F | -3 | -3 | . | 0.9% | 1 | . | 2 | . | 0
O=C(CCSCc1ccccc1F)N1CCN(c2ccc(Cl)cc2)CC1 | 12 | 0 | 0.2 | -1.5% | -1 | . | -1 | -2 | -33*
O=C(CSc1ccc2nnc(-c3cccnc3)n2n1)Nc1ccccc1 | -2 | -16 | -0.2 | 16µM* | -4 | 14 | 1 | 12 | 0
Cc1nnc(-c2cnn(C)c2N)n1Cc1ccc(Cl)cc1 | -7 | 8 | 0.1 | 1.0% | 3 | -2 | 0 | -5 | 1
COc1ccc(-n2c(SCc3nnc(-c4ccccc4)o3)nnc2-c2ccccc2)cc1 | 17 | -8 | 0.6 | 2.0% | -6 | -2 | 3 | -5 | 16
COc1cc(OC)c(NC(=O)c2cc(CN3CCOCC3)on2)cc1Cl | -5 | -2 | . | 1.0% | -7 | . | 3 | -14 | -3
O=C(Nc1nc(-c2cccs2)cs1)c1ccc(Cl)s1 | 7 | -1 | -0.1 | -2.8% | -2 | 2 | 0 | . | -4
CCOc1ccccc1NC(=O)COC(=O)Cc1cccs1 | 7 | 1 | -1.3 | -3.2% | 2 | -11 | 2 | 3 | 11
Cc1ccc2c(c1)nnn2C1CCN(C(=O)c2cccs2)CC1 | -12 | 1 | -1.7 | 5.0% | -9 | -11 | -1 | -18 | -20
OC1CCN(c2ncnc3nc[nH]c23)CC1 | -3 | 0 | 2.9 | 2.4% | 0 | 0 | 0 | . | 0
Cc1nc(/C(=N/O)C(N)=O)cs1 | 8 | -8 | 0.5 | 0.6% | 3 | 4 | 0 | 3 | 12
